MEKK2 mut-MEK5: signal of MEK5 binding to mutant human MEKK2 PB1 domain | percent response, % at 10 µM | 290,000 tested, 0.35% active | bead flow cytometry, Alexa488-MEK5 binding to MEKK2 mutant; in the data active means percent response above about 24%, passing the limit was not always enough; further: inactives centre near 1; some results filed as inactive read as strong as hits; reference of the scale not given here
IDE act: boosts human insulin-degrading enzyme activity in HEK cells. 340,000 tested, 0.073% active. activation, % at 5.96 µM. FAbeta-B cleavage, fluorescence polarization; 0% vehicle, 100% cell-free pure enzyme wells. AID 493087;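 active means activation above the mean of all tested compounds plus 3 SD, set per screening campaign, cut at about 17% in these data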
Target sequence (P14735 whole entry, looked up): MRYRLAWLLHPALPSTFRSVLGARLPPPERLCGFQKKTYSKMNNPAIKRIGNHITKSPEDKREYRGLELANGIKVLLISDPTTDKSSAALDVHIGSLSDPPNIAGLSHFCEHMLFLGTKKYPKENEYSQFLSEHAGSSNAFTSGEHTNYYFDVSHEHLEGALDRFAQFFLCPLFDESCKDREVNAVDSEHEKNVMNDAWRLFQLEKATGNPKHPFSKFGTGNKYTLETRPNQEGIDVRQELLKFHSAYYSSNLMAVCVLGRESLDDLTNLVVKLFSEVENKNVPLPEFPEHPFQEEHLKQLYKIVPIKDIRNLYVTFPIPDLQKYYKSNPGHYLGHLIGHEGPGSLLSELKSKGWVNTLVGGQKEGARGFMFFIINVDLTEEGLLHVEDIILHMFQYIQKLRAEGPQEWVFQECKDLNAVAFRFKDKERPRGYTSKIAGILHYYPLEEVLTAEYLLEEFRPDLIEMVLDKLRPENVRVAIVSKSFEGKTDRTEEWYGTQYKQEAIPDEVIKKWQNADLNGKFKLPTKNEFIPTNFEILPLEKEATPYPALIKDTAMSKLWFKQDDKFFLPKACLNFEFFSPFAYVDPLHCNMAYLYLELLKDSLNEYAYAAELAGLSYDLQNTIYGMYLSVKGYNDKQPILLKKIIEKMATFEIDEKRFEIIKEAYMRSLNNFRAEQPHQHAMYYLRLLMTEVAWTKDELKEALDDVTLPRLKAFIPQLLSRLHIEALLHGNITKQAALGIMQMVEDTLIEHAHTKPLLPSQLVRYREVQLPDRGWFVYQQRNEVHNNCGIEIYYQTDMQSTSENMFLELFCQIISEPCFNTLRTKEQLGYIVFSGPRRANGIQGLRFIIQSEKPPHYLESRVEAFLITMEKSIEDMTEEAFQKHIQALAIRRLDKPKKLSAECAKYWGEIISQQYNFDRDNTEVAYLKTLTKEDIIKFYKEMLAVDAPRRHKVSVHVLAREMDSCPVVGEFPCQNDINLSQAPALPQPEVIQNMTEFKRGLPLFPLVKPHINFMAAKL
NALP1 yeast inh: blocks the NALP1 inflammasome reconstituted in yeast | S. cerevisiae NALP1/ASC/caspase-1 growth, X-gal OD620, 72 h | inhibition, % at 10 µM | 280,000 tested, 0.61% active | AID 2071; in the data active means inhibition mostly above about 24%, no sharp cut-off; inactive means mostly below about 32%; further: some compounds called inactive have numbers as strong as hits
MEKK3 PB1 HTS: modulators (inhibitors or enhancers) of MEK5 binding to human MEKK3 PB1 domain. bead-based flow cytometry, Alexa488-MEK5 binding to MEKK3; actives lie on both sides; 0 = blocked by unlabeled MEK5, 100 = vehicle. binding response (% of control), % at 10 µM. 290,000 tested, 1.4% active. AID 1529;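 active means binding response more than 3 SD above or below the average of its plate-row segment, actives on both sides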;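 further: Alexa488 bead fluorescence after subtracting the streptavidin-only scavenger bead signal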
MEKK2 WT-MEK5: raises or lowers MEK5 binding to wildtype human MEKK2 PB1 domain. Q9Y2U5. bead flow cytometry, Alexa488-MEK5 binding to MEKK2 WT; actives lie on both sides. binding response (% of control), % at 10 µM. 290,000 tested, 1.1% active. AID 1531; in the data active means binding response below about 67% or above about 130%
IDE cell inh: cellular human IDE inhibition; HEK cells, FAbetaB cleavage, fluorescence polarization; inhibition, % at 5.59 µM; 320,000 tested, 0.41% active; P14735;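 active means percent inhibition above the average of all tested compounds plus 3 SD, set per screening campaign, cut at about 16% in these data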;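 further: IDE supplied by intact live HEK cells; FP after avidin binding of uncleaved biotin substrate so inhibition keeps polarization high; 0% = DMSO wells and 100% = 60 µM reference IDE inhibitor Ii1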
SUMO HTRF inh: SUMOylation inhibition | HTRF SUMOylation assay, SAE1/SAE2 + UBC9, in vitro | AID 2006 | inhibition, % at 35 µM | P63279 | 290,000 tested, 0.36% active; in the data active means inhibition above about 50%, passing the limit was not always enough; further: strong numbers were not always called active
PfM18AAP inh: blocks P. falciparum M18 aspartyl aminopeptidase; recombinant PfM18AAP, H-Glu-NHMec fluorogenic cleavage; 290,000 tested, 1.2% active; AID 1822; inhibition, % at 7.35 µM;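 active means inhibition above the campaign mean inhibition over all tested compounds plus 3 SD, cut at about 28% in these data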;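 further: 0% = plate median of test compound wells and 100% = 2 mM ZnCl2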
p-CIP stab down: lowers stability of the mouse p/CIP coactivator protein; 290,000 tested, 0.01% active; F442A p/CIP-EGFP cells, EGFP fluorescence, 16 h; decrease of EGFP signal, % at 10 µM;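 active means EGFP signal decrease of at least 30% at 10 µM or well 3 SD below plate mean, unless failing retest; inactive means the rest, including hits failing retest or dose response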; further: some compounds called inactive have numbers as strong as hits; many of its hits are not listed in these tables
* hit, by the source's call; . = no result given.

structure	MEKK2 mut-MEK5	IDE act	NALP1 yeast inh	MEKK3 PB1 HTS	MEKK2 WT-MEK5	IDE cell inh	SUMO HTRF inh	PfM18AAP inh	p-CIP stab down
CC(=O)Nc1ccc(NC(=O)/C=C/c2cccc(C(F)(F)F)c2)cc1	5	2	-8	103	109	9	11	-1	1
CC1C2(C)OCC(C#N)(C(=N)O2)C1(C#N)C#N (stereo not given)	3	.	0	99	100	3	11	-7	-5
CCS(=O)(=O)N1CCC(C(=O)Oc2ccccc2)CC1	3	5	-32	101	106	1	3	-2	6
CC(C)[C@H](NC(N)=O)C(=O)NCCc1ccc(Cl)cc1Cl	-9	2	15	88	88	8	-3	0	7
O=C(/C=C/c1ccc(Cl)cc1)NC1CC2CCC1C2 (stereo not given)	3	5	-11	102	103	4	3	3	1
COc1ccc(N2CCN(C(=O)CCc3nc(-c4ccc(C)cc4)no3)CC2)cc1	5	2	7	114	117	8	-5	-10	-1
COc1cc(C(=O)NNC(=O)Nc2ccc([N+](=O)[O-])cc2)cc(OC)c1OC	7	8	14	105	107	3	-7	6	8
COc1ccc(N=C/C=C2/C=C(c3ccccc3)OC(C)(C)O2)cc1	6	1	4	110	105	3	1	5	-11
CCS(=O)(=O)Nc1ccc2[nH]c(=O)[nH]c2c1	-4	-1	10	99	90	1	20	-5	2
Cc1ccnc(N2CCC(C(=O)Nc3ccc4c(c3)OCO4)CC2)n1	1	7	17	106	102	-3	18	-4	-13
CC1CCCCN1CCCn1c(=S)[nH]c2ccccc2c1=O (stereo not given)	2	2	.	105	109	-1	-5	4	-7
N#Cc1ccc(S(=O)(=O)N2CCCN(c3nc4ccc(Cl)cc4s3)CC2)cc1	-6	-8	1	96	95	0	20	-2	10
COc1ccccc1-n1c(SCC(=O)O)nc2c(sc(=S)n2-c2ccc(Cl)c(C)c2)c1=O	-2	-3	-5	92	93	-2	11	7	-2
COc1ccc(-n2nc(C(=O)NCC(=O)NCC3CCCO3)c3ccccc3c2=O)c(OC)c1 (stereo not given)	0	4	20	103	98	-2	-19	-1	1
COc1ccc(C(=O)Cc2ccc(OC)c(OC)c2)cc1	3	4	30	104	102	-5	-5	-8	1
COC(=O)c1c(NC(=O)COC(=O)CNC(=O)C2CCCCC2)sc(C)c1C	-3	0	26	91	92	4	-6	-1	-19
CCOn1c(=O)c(-c2cc(OC)ccc2OC)[n+]([O-])c2ccccc21	5	6	7	105	107	4	-6	-3	-1
CCn1c(SCC(=O)Nc2ccc3c(c2)OCO3)nnc1-c1cnccn1	-1	7	53	103	99	2	-7	1	-13
COc1ccc(C2=CSC3=NNC4(CCCCC4)NN23)cc1	-2	0	8	102	101	1	6	14	12
Cc1cccc(-c2c3c(=O)n(C)c(=O)n(C)c3c3cccnn23)c1	5	6	-8	100	103	11	9	-6	-12

Full records, looked up by structure. Order of screens: MEKK2 mut-MEK5 | IDE act | NALP1 yeast inh | MEKK3 PB1 HTS | MEKK2 WT-MEK5 | IDE cell inh | SUMO HTRF inh | PfM18AAP inh | p-CIP stab down
Entry for COc1ccc(N2CCN(C(=O)CCc3nc(-c4ccc(C)cc4)no3)CC2)cc1 = 5 | 2 | 7 | 114 | 117 | 8 | -5 | -10 | -1
Entry for CC(=O)Nc1ccc(NC(=O)/C=C/c2cccc(C(F)(F)F)c2)cc1 = 5 | 2 | -8 | 103 | 109 | 9 | 11 | -1 | 1

Other results:
structure	MEKK2 mut-MEK5	IDE act	NALP1 yeast inh	MEKK3 PB1 HTS	MEKK2 WT-MEK5	IDE cell inh	SUMO HTRF inh	PfM18AAP inh	p-CIP stab down
O=C(CN1C(=O)CCC1=O)Nc1ccc(Cc2ccc(NC(=O)CN3C(=O)CCC3=O)cc2)cc1	-4	0	-8	101	99	3	9	-1	10
O=C(COC(=O)c1ccc(OC(F)F)cc1)NCCCN1CCCC1=O	3	6	19	99	102	3	10	0	-7
COc1ccc(CCC(=O)NNC(=O)Nc2ccc(C(C)C)cc2)cc1	-4	9	10	102	98	.	-6	15	9
CCOc1ccc(-c2csc(NC(=O)c3cccc(N4C(=O)CCC4=O)c3)n2)cc1	1	5	.	107	109	-2	0	4	-9
CCc1nc(SCc2ccc(C(=O)OC)o2)c2c(=O)n(C)c(=O)n(C)c2n1	11	-3	-8	106	108	-1	-7	-3	0
c1ccc(-c2cc3c(N4CCOCC4)ncnc3s2)cc1	6	0	18	101	99	-4	20	1	0
Cc1ccccc1NC(=O)c1sc2nc3c(c(-c4ccco4)c2c1N)CCCC3	-3	-9	16	99	89	4	33	25	1
CN=C(Nc1cc(C)nn1-c1ccccc1)c1ccccc1	-3	5	28	93	97	-3	3	5	2
O=C(CCSc1ccccc1)N1CCOCC1	8	1	-2	103	105	2	0	-7	-2
O=C(Nc1ccc(Cl)cc1)Nc1nc(-c2ccccc2)cs1	-7	3	5	95	97	-1	19	-5	0
O=S(=O)(c1cccc2nsnc12)N1CCc2ccccc21	1	7	2	102	93	.	21	-18	-1
COc1ccc(/C=N/Nc2nncn2N)cc1Br	-2	-1	14	91	96	-1	12	28*	8
O=C(CC12CC3CC(CC(C3)C1)C2)Nc1ccc(C(=O)O)cc1	9	-3	9	104	102	1	6	-4	1
Cc1cc(N2CCN(C3CCCCC3)CC2)nc2cccc(O)c12	10	2	21	108	124	-2	5	-11	6
CN(CCC#N)C(=O)CSc1nnc(-c2ccco2)n1N	-4	-1	-12	101	92	5	10	2	-3
CC(C)CC1NC(=O)N(Cc2nc3ccccc3s2)C1=O (stereo not given)	-5	5	.	108	100	-2	-27	1	2
O=C(C1=C(O)C(=O)N(CCCn2ccnc2)C1c1ccc(F)cc1)c1ccco1 (stereo not given)	9	3	0	109	112	-5	7	9	-12
O=C(Nc1ccccc1-c1ccccc1)C12CC3CC(CC(C3)C1)C2	2	-3	-6	102	98	5	-21	-4	-3
Cc1cccc(-n2nnnc2SCC(=O)N(CC(C)C)c2c(N)n(CC(C)C)c(=O)[nH]c2=O)c1	0	-1	-4	102	100	5	4	0	-10
O=C(c1ccco1)N1N=C(c2ccccc2)CC1c1ccc2nccnc2c1 (stereo not given)	3	0	0	102	101	2	-1	5	-11
Cc1cc(=O)n2nc(N3CCCC3C(=O)NCCCN3CC(C)CC(C)C3)sc2n1 (stereo not given)	7	4	12	107	106	-5	12	1	-7
CC(C)(C)OC(=O)N/N=C\C=C\c1ccc2c(c1)OCO2	-1	2	8	100	92	1	10	5	21
COc1ccc(CCNC(=O)C2CC(c3ccccc3F)=NO2)cc1 (stereo not given)	-6	5	-5	93	96	4	5	.	-7
CC(C)(C)c1ccc(-n2ncc3c2CCCC3NC(=O)C2(C(N)=O)CC2)cc1 (stereo not given)	-1	1	5	103	99	4	-2	1	-2
CCCOc1ccc(C(=O)CCN2CCCCC2)cc1	4	4	10	103	106	3	22	-2	-10
CN1/C(=C\C=N\NC(=O)c2ccccc2Br)C(C)(C)c2ccccc21	-1	6	25	92	96	-4	-2	31*	-7
CCNC(=O)CC1C(=O)N(c2cccc(OC)c2)C(=O)N1CCOC (stereo not given)	3	0	28	100	106	-1	10	-2	-11
CCCc1cc(C(=O)Nc2ccn(Cc3ccc(C)cc3)n2)no1	-7	4	.	96	96	-1	2	1	8
CC(C)Cc1nnc(NC(=O)CCC(=O)NC2CCCC2)s1	0	6	27	100	97	3	16	0	-19
COc1ccc(S(=O)(=O)NCc2cc(=O)n(C)c(=O)n2C)cc1F	8	2	11	101	114	1	11	-5	-5
COc1ccc(NC(=O)CCNC(=O)Cn2cnc3ccccc3c2=O)cc1OC	-3	-4	26	98	95	-1	1	3	-10
CN1CCN(S(=O)(=O)c2cccc(C(=O)NC3CCCc4ccccc43)c2)CC1 (stereo not given)	.	-2	11	.	.	-1	16	-5	-11
O=C1Nc2ccccc2C12NCCc1c2[nH]c2ccccc12 (stereo not given)	1	7	25	101	99	4	26	3	-13
O=C(Nc1c2c(nn1-c1ccc([N+](=O)[O-])cc1)CS(=O)(=O)C2)c1cccs1	-1	-5	0	97	95	1	-6	8	-1
Cc1sc2nc(CN3CCCCC3)nc(Nc3ccc4c(c3)OCCO4)c2c1C	-1	8	10	109	114	-2	-1	0	6
CCCCN1CNC(=S)N(c2cc(C)ccc2C)C1	-6	-2	0	96	95	4	0	1	5
Cc1cccc(Nc2ncccc2C(=O)O)c1C	9	2	0	113	121	-3	-6	-2	2
COC(=O)c1c(C)nc2ccccc2c1-c1ccccc1	5	-3	-14	103	103	3	-8	-4	-10
CCCC1CCC(=NNC(=O)CNc2ccc(OC)cc2)CC1 (stereo not given)	-2	10	30	102	101	6	0	4	5
CC(C)C(=O)Nc1ccc(NC(=O)c2cccc3c(Br)cccc23)cc1	-2	-1	6	102	102	.	5	-1	-1
COC(=O)c1ccc(NC(=O)CCn2cccc2)cc1	6	6	-2	108	102	2	-26	6	1
CC(C)c1nnc(SCC(=O)N2CCN(C(=O)c3ccco3)CC2)n1N	0	-3	12	103	103	7	6	1	10
CC(CCc1ccccc1)NC(=O)C(=O)N1CCOCC1 (stereo not given)	-6	3	1	101	91	5	18	0	-1
CCC(C)NC(=O)COC(=O)c1oc2ccccc2c1CSc1ccc(Cl)cc1 (stereo not given)	-2	4	21	95	94	8	26	1	-3
CCOC(=O)N1CCC(NC(=O)C2CCCN2C(=O)OCc2ccccc2)CC1 (stereo not given)	1	2	-1	105	108	4	-20	-1	-3
Cc1ccc(NC(=O)/C(=C/c2cccc(Br)c2)NC(=O)c2ccco2)cc1	0	1	22	109	108	-4	21	11	-12
CCOc1ccc(CCNC(=O)Cn2c(=O)c3cccn3c3cccnc32)cc1	1	2	12	100	100	3	13	1	0

Bioassay records as filed in PubChem.

An excerpt; count on the stated rates, not on these rows.
